# Screening results deposited in PubChem BioAssay by National Center for Advancing Translational Sciences (NCATS).
# BAZ2B inh: BAZ2B (human) inhibition. AlphaScreen BAZ2B-H3K14Ac peptide displacement. Potency, µM (top dose mostly 114 µM), for the others: at the top dose activity change, negative = inhibition, actives largely listed as inhibitors. 4.4% of 360,000 active. AID 504333; also: potency is read from the fitted curve at half-maximal effect; % is scaled to controls: 0 for no effect and ±100 for the full control effect; nearly all actives have a fitted effect of over 60% in size
#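 AlphaScreen displacement of biotin-H3(5-23)K14Ac peptide (50 nM final) from BAZ2B (50 nM final) in PBS pH 7.4, 0.01% Tween-20; complex preformed 30 min RT, then compounds (top 110 uM) 30 min RT, beads 20 min dark.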
# Pin1 inh: human Pin1 inhibition | 0.009% of 390,000 active | Pin1 FP peptide displacement, HiFluor488, 10 min | AID 504891 | Potency, µM (top dose mostly 115 µM), for the others: top-dose activity, negative = inhibition, usual class: inhibitors; active = well fitted inhibition curve with a large enough effect in the polarisation, with a control signal flat, not every such curve was filed as active; inconclusive = small, poorly fitted or top-dose-only effect, or effect the other way, or a change in a side signal; inactive = no such curve, though single readings can be large or run the other way; the % refers to the polarisation; also: potency is read from the fitted curve at half-maximal effect; % is scaled to controls: 0 for no effect and ±100 for the full control effect
# GLS inhibitor: inhibitors of human glutaminase (GLS); O94925; Potency, µM (top dose mostly 45.5 µM), without a hit: at the top dose activity change, negative = inhibition, hits mostly inhibitors; 0.21% of 410,000 active; GLS enzymatic activity, qHTS titration; also: potency is read from the fitted curve at half-maximal effect; % is scaled to controls: 0 for no effect and ±100 for the full control effect
#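 Coupled fluorescence readout: glutamate oxidase/HRP/Amplex Red detect glutamate formed by hKGA from L-glutamine (1 mM solution added). Buffer 45 mM KH2PO4 pH 8.2, 0.02% Tween-20; reads at t0 and 30 min RT.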
# JMJD2A Tudor: blocks the human JMJD2A Tudor domain. AlphaScreen JMJD2A-Tudor / H3K4me3 peptide binding. 4.4% of 390,000 active. AID 504339. Potency, µM (top dose mostly 114 µM), inactives show top-dose activity change, negative = inhibition, most hits filed as inhibitors. O75164; also: potency is read from the fitted curve at half-maximal effect; % is scaled to controls: 0 for no effect and ±100 for the full control effect; nearly all actives have a fitted effect of over 50% in size
# PGK inhibitor: inhibitors of T. brucei phosphoglycerate kinase | Potency, µM (highest dose often 57.5 µM), without a hit: at the top dose activity change, negative = inhibition, usual class: inhibitors | PGK/GAPDH coupled, Kinase-Glo luminescence, 60 min | P07378 | 0.043% of 380,000 active; also: potency is read from the fitted curve at half-maximal effect; % is scaled to controls: 0 for no effect and ±100 for the full control effect; nearly all actives have a fitted effect of over 60% in size
#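 Recombinant glycosomal PGK reaction used 1,3-bisphosphoglycerate generated in-well by GAPDH (100nM final) in 100mM TEA pH 7.6, 5mM MgCl2, 0.01% Tween-20. After 60 minutes at room temperature, ATP was read by Kinase-Glo Plus luminescence end-point.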
# G9a block: blocks human histone lysine methyltransferase G9a; Q96KQ7; G9a H3K9 monomethylation, AlphaScreen, 2 h; Potency, µM (highest dose often 102 µM), inactives show at the top dose activity, negative = inhibition, usual class: inhibitors; 8.8% of 350,000 active; AID 504332; also: potency is read from the fitted curve at half-maximal effect; % is scaled to controls: 0 for no effect and ±100 for the full control effect; nearly all actives have a fitted effect of over 75% in size
# Target sequence (Q96KQ7 913-1193 limits assumed): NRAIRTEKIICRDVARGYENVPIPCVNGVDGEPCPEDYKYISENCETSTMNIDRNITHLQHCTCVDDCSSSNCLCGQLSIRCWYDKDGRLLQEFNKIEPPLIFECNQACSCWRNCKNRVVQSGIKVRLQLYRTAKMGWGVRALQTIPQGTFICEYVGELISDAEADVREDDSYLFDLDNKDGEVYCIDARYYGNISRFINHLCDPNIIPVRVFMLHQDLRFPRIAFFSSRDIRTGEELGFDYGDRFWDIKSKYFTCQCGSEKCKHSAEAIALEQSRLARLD
#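 Step 1: enzyme (final 20 nM) with compound, 15 min RT. Step 2: substrate peptide 500 nM and SAM 20 uM, 2 h RT. Step 3: anti-H3K9me1 antibody and AlphaScreen beads, 10 min, then plate read.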
# HP1b binding inh: blocks HP1-beta chromodomain binding to methylated histone tails | P83916 | Potency, µM (highest dose often 114 µM), without a hit: at the top dose activity change, negative = inhibition, actives largely listed as inhibitors | 0.56% of 390,000 active | AlphaScreen HP1-beta / biotin-H3K9me3 peptide binding; also: potency is read from the fitted curve at half-maximal effect; nearly all actives have a fitted effect of over 70% in size; inactives centre near 23
# Target sequence (P83916 whole entry, looked up): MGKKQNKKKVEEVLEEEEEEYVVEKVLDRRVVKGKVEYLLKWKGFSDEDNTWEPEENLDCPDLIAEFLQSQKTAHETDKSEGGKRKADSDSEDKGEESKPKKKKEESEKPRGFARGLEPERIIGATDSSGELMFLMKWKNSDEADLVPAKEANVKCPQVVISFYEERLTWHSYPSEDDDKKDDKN
#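 HP1-beta protein (50 nM final) preincubated 30 min at room temperature with biotinylated H3(1-18)K9me3 peptide (50 nM) in PBS pH 7.4, 0.01% Tween-20, then compound added for 30 min. AlphaScreen streptavidin donor/nickel chelate acceptor beads (10 ug/mL final), 30 min dark, luminescence read.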
# ERG Ets-DNA blk: ERG Ets/DNA interaction inhibition | Potency, µM (series often up to 76.9 µM), for inactives: at the highest dose FP activity, negative = inhibition, usual class: inhibitors | fluorescence polarization, His-ERG Ets domain / labelled DNA | 0.028% of 370,000 active; active = well fitted inhibition curve with a large enough effect in the polarisation, with a control signal flat; inconclusive = small, poorly fitted or top-dose-only effect, or effect the other way, or a change in a side signal; inactive = no such curve, though single readings can be large or run the other way; the % refers to the polarisation;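 also: polarization taken with two DNA probes labelled with fluorescein and Texas red; potency is read from the fitted curve at half-maximal effect; % of control where 0% means no effect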
# Target sequence (P11308 whole entry, looked up, the tested form may be a part): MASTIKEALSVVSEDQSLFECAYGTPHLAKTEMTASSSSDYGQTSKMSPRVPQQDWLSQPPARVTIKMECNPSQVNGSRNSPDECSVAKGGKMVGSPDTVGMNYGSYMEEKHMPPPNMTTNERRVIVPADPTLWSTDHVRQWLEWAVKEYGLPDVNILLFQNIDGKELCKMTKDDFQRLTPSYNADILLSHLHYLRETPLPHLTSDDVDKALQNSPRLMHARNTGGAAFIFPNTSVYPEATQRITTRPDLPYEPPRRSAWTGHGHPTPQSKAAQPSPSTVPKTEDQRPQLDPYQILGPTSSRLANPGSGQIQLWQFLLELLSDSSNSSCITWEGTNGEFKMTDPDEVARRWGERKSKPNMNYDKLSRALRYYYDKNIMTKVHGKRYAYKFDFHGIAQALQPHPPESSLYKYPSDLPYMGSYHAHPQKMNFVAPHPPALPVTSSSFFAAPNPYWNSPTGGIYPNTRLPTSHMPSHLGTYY
#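 His-tagged ERG Ets domain (1 uM in the protein solution; 300mM KCl, 50mM Tris-HCl, 1mM EDTA, 1mM DTT, pH 7.5) received compound, then a probe mix of 5 nM fluorescein-DNA and 100nM Texas-615-DNA. Fluorescence polarization was read for both dyes.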
# PI4K2A block: PI4K2A (human) kinase inhibition; Q9BTU6; purified PI4K2A, ADP-Glo luminescence, 1 h; hits give low values; activity change, negative = inhibition, % at 76.9 µM; 0.13% of 420,000 active; in the data active = activity change below about -50%; inconclusive = mostly about -30% to -49%;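 also: -100% = wells without enzyme as full effect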
#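 PI4K2A activity was measured by ADP-Glo luminescence: enzyme (4 ug/mL stock) and phosphatidylinositol (1.2 mM stock) in Tris pH 7.5/MgCl2/EGTA/Triton X-100 buffer were reacted with ATP (300 microM stock) for one hour at ambient temperature.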
# * = called active by the depositor; i = inactive; ? = inconclusive; · = not tested or not shown; [ ] = another dose, or the depositor's remark. Unless noted, calls follow the shape of the dose curve; as a rule, active = well fitted curve in the direction sought with a large enough effect; inconclusive = small, poorly fitted or top-dose-only effect, or another doubt; inactive = no such curve, though single readings can be large; an effect the other way counts as inactive or inconclusive. No enrichment for hits; about 11% have a hit in one of these screens.
G9a block	BAZ2B inh	JMJD2A Tudor	PI4K2A block	ERG Ets-DNA blk	HP1b binding inh	GLS inhibitor	Pin1 inh	PGK inhibitor	SMILES
-2.4%	-2.2%	-14.2%	3.8	-4.2%	-4.2%	7.6%	4.1%	-4.0%	O=C(NNc1ccc(F)cc1F)c1c(F)cccc1Cl
5.8%[59 µM]	1.6%	7.3%	1.3	-3.6%	30.1%[57 µM]	5.0%	-4.8%	1.8%	COc1ccccc1-n1c(=O)n(C)c2c(C(N)=O)nc(-c3cccc(OC)c3OC)nc21
?	-31.3%	-19.7%	2.8	-8.0%	-8.6%	-5.7%	0.7%	-1.8%	Cc1ccc(S(=O)(=O)N(C)CC(=O)NCCc2c[nH]c3ccccc23)cc1
·	3.7%	-9.8%	-1.2	1.6%	32.0%	-0.6%	2.9%	4.9%	COc1cc(NC(=O)c2ccc3c(c2)OCCO3)ccc1NC(=O)c1ccco1
-45.0%	-14.0%	-20.0%	0.1	-1.7%	19.3%	6.0%	-10.4%	-5.1%	OCCC1CN(Cc2cccn2-c2ncccn2)CCN1Cc1ccccc1 (stereo unspecified)
-6.0%[12.7 µM]	56.2µM*	-15.6%	1.9	0.3%	-0.6%	5.0%	0.4%	-3.5%	CCc1nnc(SCC(=O)Nc2ccc(C(C)=O)cc2)nc1CC
11.6%	-18.7%	-3.0%	2.7	-17.9%	51.0%[activator]	-14.4%	-5.6%	-8.5%	CCCc1nnc(NC(=O)CCC(=O)N2CCN(S(=O)(=O)c3ccc(OC)cc3)CC2)s1
-41.7%	6.9%	-13.2%	1.9	-1.3%	22.3%	-0.1%	2.5%	-1.2%	Nc1nnc(-c2ccccc2)c(-c2ccccc2)n1
-32.4%[59 µM]	-32.7%	-12.3%	-0.1	-27.1%	10.4%	-7.0%	?	-3.5%	Cc1ccc(-c2noc(-c3ccccc3NC(=O)c3ccccc3)n2)cc1
-4.3%[59 µM]	-27.7%	-22.2%	2.7	0.9%	29.5%	-11.1%	-2.9%	-5.4%	COc1ccc(NC(=O)c2oc3ccccc3c2NC(=O)C23CC4CC(CC(C4)C2)C3)cc1
3.3%	-20.9%	-6.6%	0.4	-0.9%	26.2%	0.5%	0.6%	0.7%	O=C(CNS(=O)(=O)c1ccc(Br)cc1)NC1CCCC1
-21.9%	4.0%	-14.4%	-2.6	13.8%	5.5%	-17.0%	-4.3%	-3.6%	CCN(CC)CCCNC(=O)Cn1cnc2ccc(S(=O)(=O)N3CCC(C)CC3)cc2c1=O
28.1%[59 µM]	11.9%	-5.6%	1.9	7.9%	103.2%[activator]	3.5%	2.4%	-5.1%	CCC(Oc1ccccc1F)C(=O)N1CCC(c2nc3ccccc3s2)CC1 (stereo unspecified)
·	·	-14.4%	-6.0	21.2%	30.0%	4.0%	-3.3%	0.0%	CN(C(=O)c1cccc(NC(=O)Cc2cccc(NC(=O)C3CCN(C(=O)C4CCCCC4)CC3)c2)c1)C1CC1
19.5%	-16.9%	-9.8%	-0.6	-16.1%	13.6%	-11.3%	-3.0%	i	O=C(O)Cn1c(=O)c2c3c(sc2n(Cc2ccc(F)cc2)c1=O)CCCC3
23.3%	-3.0%	12.4%	-1.5	-3.7%	42.6%[activator]	2.4%	6.8%	2.1%	O=C(CCc1ccccc1)NNC(=O)COc1ccc([N+](=O)[O-])cc1
?	-23.2%	-11.0%	-13.4	-9.0%	12.2%	-10.4%	1.9%	-0.7%	COc1ccc(NC(=O)C(=O)NCC(=O)Nc2cc(OC)ccc2OC)cc1
4.8%[59 µM]	-8.0%	-10.7%	-0.9	-0.7%	22.6%	0.3%	1.4%	4.8%	Cc1cccc(C(=O)OCc2cc(=O)n3nc(C4CCCCC4)sc3n2)c1
22.2%[59 µM]	-1.0%	-4.9%	1.5	?	6.6%	3.0%	-6.9%	5.2%	CC(NC(=O)c1ccco1)c1nc(-c2ccc(C(C)(C)C)cc2)no1 (stereo unspecified)
·	-8.2%	-16.6%	-12.8	2.2%	22.4%	4.0%	2.6%	-3.5%	COc1ccc(/C=N\NC(=O)c2ccccc2Br)cc1COc1c(F)c(F)cc(F)c1F
40.9%	-0.9%	-2.0%	-1.4	-6.2%	28.2%	-3.2%	-0.3%	-1.3%	C=CCN1C(=O)C2(OCCCO2)c2cccc(C)c21
-35.1%	-37.5%	-24.1%	-0.9	13.6%	22.7%	-26.0%	4.3%	-1.9%	OCc1cnc(SCc2ccccc2)n1Cc1ccccc1
-11.4%	0.9%	4.2%	-0.6	-10.3%	19.2%	0.0%	-3.4%	-6.0%	COc1ccc(Cl)cc1S(=O)(=O)N1CCN=C1Cc1ccccc1
?	?	79.4µM*	3.3	0.2%	?	?	32.5%[activator]	-9.9%	CCCC(=O)OCCNc1cc(Sc2nc3ccccc3[nH]2)c2nonc2c1[N+](=O)[O-]
·	·	-15.8%	0.4	-7.3%	45.7%[activator]	-0.7%	-2.3%	-3.7%	CCN1C(=O)C(=O)N(CC(=O)Nc2cccc(C(F)(F)F)c2)C1=O
3.4%	7.0%	9.9%	-3.7	2.9%	36.9%[activator]	2.9%	9.7%	-3.9%	Cc1ccc(C(=O)N(CCc2ccccc2)Cc2ccccc2)cc1S(=O)(=O)N1CCCCC1
?	5.9%	-14.1%	2.6	-5.6%	-0.7%	3.7%	-10.0%	-9.6%	Cc1ccc2nc(SCC(=O)N3CCC(Cc4ccccc4)CC3)nc(=O)n2c1
2.9%[59 µM]	6.2%	-2.4%	-3.1	5.0%	24.7%	6.6%	-1.8%	-9.4%	CCc1nnc(NC(=O)CSc2nc(-c3ccccc3)c(-c3ccccc3)o2)s1
5.9%	-2.4%	-14.7%	-9.3	8.6%	29.6%	13.0%	11.3%	-0.5%	CC(C)(C)N1CC(c2nc3ccccc3n2Cc2ccc(F)cc2)CC1=O (stereo unspecified)
-1.9%	-24.6%	-7.7%	5.1	22.7%	18.2%	-28.6%	-8.4%	i	O=C(Nc1ccccc1C(=O)Nc1ccccc1C(=O)O)c1ccccc1
0.8%[0.501 µM]	-2.5%	-20.7%	1.4	-3.6%	10.3%	13.8%	-4.5%	-5.1%	COc1ccccc1CNC(=O)COC(=O)Cc1c[nH]c2ccccc12
8.7%[59 µM]	10.4%	3.5%	3.4	7.5%	24.9%	-12.7%	11.4%	-2.1%	O=C(N/N=C/c1cccnc1)c1cccc(NC(=O)c2cccc(Br)c2)c1
3.5%	10.1%	-7.7%	3.0	·	15.9%	15.9%	-10.1%	6.6%[11.5 µM]	CCN(CC)S(=O)(=O)c1ccc(Cl)c(C(=O)NCC2CCCO2)c1 (stereo unspecified)
39.8µM*	1.9%	-12.7%	3.2	-9.3%	8.7%	-1.4%	0.1%	2.3%	O=C(CN1C(=O)C2C3C=CC(C3)C2C1=O)OCC(=O)c1ccc([N+](=O)[O-])cc1 (stereo unspecified)
·	·	-13.7%	-2.2	16.0%	15.2%	-7.7%	1.0%	-3.8%	O=C(Nc1cc(Cl)ccc1-n1cncn1)c1ccco1
?	-14.2%	4.4%	6.3	5.1%	12.4%	7.5%	0.3%	-1.2%	Cc1cc(C(=O)Cn2nc(C(=O)O)c3ccccc3c2=O)c(C)n1C1CC1
·	50.1µM*	?	-6.7	-9.0%	-5.8%	-1.4%	?	-4.2%	COc1cccc(C(=O)Oc2ccc(/C=N/Nc3ccc(C(=O)O)cc3)cc2OC)c1
-49.8%[59 µM]	-3.2%	-17.0%	4.4	5.2%	26.2%	2.2%	12.1%	10.4%	O=C(/C=C/c1cccs1)N1CCC2(CC1)Oc1ccc(F)cc1C(=O)C21CC(c2ccccc2)=NO1 (stereo unspecified)
14.6%	3.3%	?	11.3	-6.4%	38.9%	-9.8%	7.5%	-4.0%	CC(=O)c1cnc(Oc2cc(Cl)ccc2Cl)nc1C
2.6%[59 µM]	-13.3%	7.8%	-1.0	-6.3%	34.9%	0.6%	37.5%[activator]	5.2%	COc1ccc(-c2cc(-c3ccc(C)cc3)nc3c2COc2ccccc2-3)cc1
·	2.2%	-10.4%	2.5	-5.2%	16.8%	0.0%	-2.2%	0.4%	O=C(NCCCN1CCOCC1)c1ccc(NS(=O)(=O)c2ccccc2)cc1
7.7%	·	-3.4%	-5.0	-3.1%	59.2%[activator]	-1.1%	0.5%	i	CC(=O)c1ccc(NC(=O)CSc2ccc3nnc(-c4cccnc4)n3n2)cc1
-4.5%	-10.9%	-6.0%	-11.4	?	16.1%	2.0%	?	6.0%	Cc1noc(/C=C/Nc2ccc(F)cc2F)c1[N+](=O)[O-]
-32.8%[12.7 µM]	-31.4%	-24.7%	2.2	0.9%	2.5%	-5.2%	4.5%	-1.7%	COC(=O)c1cccc(CSc2nnc(-c3ccco3)n2-c2ccccc2)c1

# Two entries from above, with two lines to a compound.
# Sequence of screens – G9a block, BAZ2B inh, JMJD2A Tudor, PI4K2A block, ERG Ets-DNA blk, HP1b binding inh, GLS inhibitor, Pin1 inh, PGK inhibitor
CC(=O)c1ccc(NC(=O)CSc2ccc3nnc(-c4cccnc4)n3n2)cc1
    7.7%, ·, -3.4%, -5.0, -3.1%, 59.2%[activator], -1.1%, 0.5%, i
Cc1noc(/C=C/Nc2ccc(F)cc2F)c1[N+](=O)[O-]
    -4.5%, -10.9%, -6.0%, -11.4, ?, 16.1%, 2.0%, ?, 6.0%
